Compound activity from PubChem BioAssay.
TcdB inh: TcdB glycohydrolase inhibition; P18177; TcdB glycohydrolase enzymatic assay, plate reader; inhibition, % at 9.99 µM; actives 0.24% (n = 350,000); AID 652162; in the data active means inhibition above about 10%
Target sequence (P18177 whole entry, looked up): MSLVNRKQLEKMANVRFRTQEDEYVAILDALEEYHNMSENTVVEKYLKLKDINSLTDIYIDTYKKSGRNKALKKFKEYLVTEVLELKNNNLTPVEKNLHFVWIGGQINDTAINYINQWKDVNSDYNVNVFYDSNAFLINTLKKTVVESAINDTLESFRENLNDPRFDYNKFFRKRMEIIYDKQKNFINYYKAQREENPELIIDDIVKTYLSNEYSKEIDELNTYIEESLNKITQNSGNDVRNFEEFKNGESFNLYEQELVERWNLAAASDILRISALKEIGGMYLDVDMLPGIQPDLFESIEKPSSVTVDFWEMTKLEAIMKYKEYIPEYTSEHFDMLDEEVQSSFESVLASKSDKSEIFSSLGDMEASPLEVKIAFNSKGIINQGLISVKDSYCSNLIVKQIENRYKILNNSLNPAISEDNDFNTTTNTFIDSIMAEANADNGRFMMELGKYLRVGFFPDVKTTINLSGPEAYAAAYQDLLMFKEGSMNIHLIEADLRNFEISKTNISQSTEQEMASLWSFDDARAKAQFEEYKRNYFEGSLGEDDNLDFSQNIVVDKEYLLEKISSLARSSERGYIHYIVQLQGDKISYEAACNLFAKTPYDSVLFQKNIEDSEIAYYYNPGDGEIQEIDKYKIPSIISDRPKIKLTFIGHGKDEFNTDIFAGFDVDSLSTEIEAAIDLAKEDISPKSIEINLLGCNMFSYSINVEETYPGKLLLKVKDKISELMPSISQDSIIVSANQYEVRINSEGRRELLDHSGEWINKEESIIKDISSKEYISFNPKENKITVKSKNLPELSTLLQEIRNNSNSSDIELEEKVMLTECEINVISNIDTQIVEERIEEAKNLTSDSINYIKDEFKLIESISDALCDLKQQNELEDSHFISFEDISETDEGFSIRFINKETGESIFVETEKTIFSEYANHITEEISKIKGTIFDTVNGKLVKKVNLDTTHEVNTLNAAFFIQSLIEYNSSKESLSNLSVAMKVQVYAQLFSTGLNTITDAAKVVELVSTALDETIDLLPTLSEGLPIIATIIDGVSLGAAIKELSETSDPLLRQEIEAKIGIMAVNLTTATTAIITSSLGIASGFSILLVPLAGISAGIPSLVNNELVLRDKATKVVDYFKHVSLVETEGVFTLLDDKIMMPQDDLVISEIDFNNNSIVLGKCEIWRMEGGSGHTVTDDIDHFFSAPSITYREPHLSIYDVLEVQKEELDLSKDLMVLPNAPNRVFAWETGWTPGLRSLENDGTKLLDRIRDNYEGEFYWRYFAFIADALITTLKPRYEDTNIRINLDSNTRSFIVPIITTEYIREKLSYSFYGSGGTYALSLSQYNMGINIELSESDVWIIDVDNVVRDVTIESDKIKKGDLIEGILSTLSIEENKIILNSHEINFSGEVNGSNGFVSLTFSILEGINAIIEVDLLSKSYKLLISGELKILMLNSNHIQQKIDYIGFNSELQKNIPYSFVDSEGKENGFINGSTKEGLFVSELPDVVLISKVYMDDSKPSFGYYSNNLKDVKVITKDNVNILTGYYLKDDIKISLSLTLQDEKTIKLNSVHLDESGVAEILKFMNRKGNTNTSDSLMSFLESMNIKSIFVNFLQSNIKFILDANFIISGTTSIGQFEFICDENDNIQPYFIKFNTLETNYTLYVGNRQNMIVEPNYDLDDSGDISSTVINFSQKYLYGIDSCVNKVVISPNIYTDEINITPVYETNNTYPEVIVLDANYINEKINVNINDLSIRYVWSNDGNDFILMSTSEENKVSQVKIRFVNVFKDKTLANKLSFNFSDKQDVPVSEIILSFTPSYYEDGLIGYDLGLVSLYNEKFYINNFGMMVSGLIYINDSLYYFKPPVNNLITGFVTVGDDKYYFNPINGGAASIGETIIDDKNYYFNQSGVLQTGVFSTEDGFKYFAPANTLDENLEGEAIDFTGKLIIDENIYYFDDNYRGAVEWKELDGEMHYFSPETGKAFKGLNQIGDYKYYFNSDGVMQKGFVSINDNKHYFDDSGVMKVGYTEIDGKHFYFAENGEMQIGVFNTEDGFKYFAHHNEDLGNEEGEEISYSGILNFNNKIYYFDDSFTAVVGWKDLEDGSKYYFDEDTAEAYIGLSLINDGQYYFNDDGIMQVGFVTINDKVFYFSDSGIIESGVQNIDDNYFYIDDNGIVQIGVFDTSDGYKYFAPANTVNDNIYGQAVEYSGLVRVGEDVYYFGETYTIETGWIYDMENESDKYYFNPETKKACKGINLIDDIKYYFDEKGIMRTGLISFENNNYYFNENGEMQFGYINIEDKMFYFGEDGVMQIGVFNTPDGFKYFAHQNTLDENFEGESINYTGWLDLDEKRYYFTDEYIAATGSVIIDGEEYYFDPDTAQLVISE
Numbers without * were called inactive; & = joins results of further samples. These rows are one share of the data; rates above refer to the full screens.

C[C@@H]1CN([C@H](C)CO)C(=O)c2cccc(NC(=O)Nc3ccc(F)cc3)c2O[C@@H]1CN(C)Cc1ccncc1
  TcdB inh: 0.8

CCc1csc(N2[C@@H](C#N)[C@H](c3ccc(-c4cccc(F)c4)cc3)[C@@H]2CO)n1
  TcdB inh: 0.8

CCC(=O)Nc1ccc2c(c1)C(=O)N(C)C[C@@H](OC)[C@@H](C)CN(Cc1ccccc1F)[C@@H](C)CO2
  TcdB inh: 0.3

O=C(Nc1ccc(F)cc1)Nc1ccc2c(c1)[C@@H]1C[C@H](CC(=O)N3CCOCC3)O[C@H](CO)[C@@H]1O2
  TcdB inh: -0.2

CNC[C@H]1OCc2ccccc2-c2c(n(C)c3ccccc23)C(=O)N([C@H](C)CO)C[C@H]1C
  TcdB inh: 0.4

CCN1[C@H](C(=O)NCCCN(C)C)[C@@H](CO)[C@@H]2Cn3c(ccc(C4=CCCC4)c3=O)[C@@H]21
  TcdB inh: -0.2

Cc1noc(C)c1NC(=O)N[C@H]1C=C[C@@H](CC(=O)Nc2ccc(-c3ccccc3)cc2)O[C@@H]1CO
  TcdB inh: 0.7

C[C@@H](NC(=O)C[C@@H]1C=C[C@@H](NS(=O)(=O)c2cccc(F)c2)[C@@H](CO)O1)c1ccccc1
  TcdB inh: 0.9

C[C@H](CO)N1C[C@H](C)[C@@H](CN(C)C(=O)Nc2ccc(F)cc2)Oc2c(NC(=O)C3CC3)cccc2C1=O
  TcdB inh: 0.6

CC(C)C#Cc1cnc2c(c1)C(=O)N([C@@H](C)CO)C[C@@H](C)[C@@H](CN(C)C(=O)Cc1ccncc1)O2
  TcdB inh: 0.2

O=C(C[C@@H]1CC[C@@H]2[C@H](COC[C@H](O)CN2C(=O)Nc2ccc(Cl)c(Cl)c2)O1)NCc1ccc(Cl)cc1
  TcdB inh: 0.4

C[C@H]1CN([C@@H](C)CO)C(=O)c2cc(NS(=O)(=O)c3ccccc3)ccc2O[C@@H]1CN(C)S(=O)(=O)c1ccccc1
  TcdB inh: 0.5

CO[C@@H](CN(C)Cc1ccc(-c2ccccn2)cc1)[C@H](C)CN(C(=O)Nc1ccc(F)cc1)[C@H](C)CO
  TcdB inh: 0.5

C[C@H]1CN([C@@H](C)CO)S(=O)(=O)c2ccc(Br)cc2O[C@@H]1CN(C)Cc1ccccn1
  TcdB inh: -1.0

CC(C)(C)[S@@](=O)N1Cc2cc(C(=O)NCc3ccccc3F)nc(-c3cccc(-c4cccnc4)c3)c2[C@H]1CCO
  TcdB inh: 0.8

CCCNC(=O)N1CC2(CN(C(=O)c3cnccn3)C2)c2c([nH]c3cc(OC)ccc23)[C@H]1CO
  TcdB inh: 0.5

Cc1ccc(S(=O)(=O)Nc2ccc3c(c2)C(=O)N(C)[C@H]2CC[C@@H](CC(=O)O)O[C@H]2CO3)cc1
  TcdB inh: 0.3

C[C@@H]1CN([C@H](C)CO)C(=O)c2cc(NC(=O)CCC(F)(F)F)ccc2O[C@@H]1CN(C)Cc1ccc(-c2ccccc2)cc1
  TcdB inh: -1.1

C[C@@H]1CCCCO[C@H](CN(C)Cc2ccncc2)[C@H](C)CN([C@@H](C)CO)C(=O)c2cc(NC(=O)CCC(F)(F)F)ccc2O1
  TcdB inh: 0.1

Cn1cnc(S(=O)(=O)N[C@H]2C=C[C@@H](CC(=O)Nc3ccccc3)O[C@H]2CO)c1
  TcdB inh: -0.4

Cc1ccc(S(=O)(=O)N(C)C[C@H]2OCCCC[C@H](C)Oc3ccc(NS(=O)(=O)c4c(C)noc4C)cc3C(=O)N([C@H](C)CO)C[C@H]2C)cc1
  TcdB inh: -0.7

O=C1CNC[C@@H]2[C@H](c3ccc(C4=CCCC4)cc3)[C@@H](CO)N12
  TcdB inh: 1.1

O=C(Nc1ccccc1)N1C[C@H]2[C@@H](c3ccccc31)[C@@H](CO)N2C(=O)c1ccccn1
  TcdB inh: -17

C[C@H]1CN([C@@H](C)CO)S(=O)(=O)c2ccc(C3=CCCCC3)cc2O[C@@H]1CN(C)C(=O)c1ccc(F)cc1
  TcdB inh: 0.2

C[C@H](NC(=O)C[C@@H]1C[C@H]2c3cc(NC(=O)CN(C)C)ccc3O[C@H]2[C@@H](CO)O1)c1ccccc1
  TcdB inh: 1.2

C[C@@H]1CN([C@@H](C)CO)S(=O)(=O)c2ccc(C#CCC3CCCC3)cc2O[C@H]1CN(C)Cc1ccc(C(=O)O)cc1
  TcdB inh: -4.9

O=C(c1ccccc1)N1C[C@H]2[C@@H](c3ccccc31)[C@@H](CO)N2C(=O)Nc1ccccc1Cl
  TcdB inh: 0.5

C[C@@H]1CN([C@H](C)CO)C(=O)Cc2cc(N(C)C)ccc2O[C@H]1CN(C)S(C)(=O)=O
  TcdB inh: -5.7

C[C@@H]1CN([C@@H](C)CO)C(=O)c2cccc(NC(=O)Nc3ccccc3)c2O[C@@H]1CN(C)C
  TcdB inh: 0.8

COc1ccc(NC(=O)N(C)C[C@H]2OCCCC[C@H](C)Oc3ccc(NS(=O)(=O)c4ccc(C)cc4)cc3C(=O)N([C@H](C)CO)C[C@@H]2C)cc1
  TcdB inh: 0.1

COc1ccc2c3c([nH]c2c1)[C@@H](CO)N(C(=O)CN(C)C)CC31CN(CC2CC2)C1
  TcdB inh: -0.8

O=C(Nc1ccc2c(c1)OCO2)N[C@@H]1C=C[C@H](CC(=O)N2CCN(c3ccccc3)CC2)O[C@H]1CO
  TcdB inh: 0.8

C[C@H](CO)N1C[C@H](C)[C@H](CN(C)C)Oc2c(NC(=O)Nc3cccc4ccccc34)cccc2C1=O
  TcdB inh: 2.4

COc1ccc(-c2ccc(C3[C@H]4CNC[C@@H]3N4Cc3ccc4c(c3)OCO4)cc2)cc1 (some centres undefined)
  TcdB inh: 0.1&0.8

COc1ccc(C#Cc2ccc([C@H]3[C@@H](CO)N4C(=O)CN(C(=O)c5ccncc5)C[C@H]34)cc2)cc1
  TcdB inh: -0.4

O=C(C[C@H]1C[C@H]2c3cc(NC(=O)c4ccc5c(c4)OCO5)ccc3O[C@H]2[C@H](CO)O1)NCc1cccc(F)c1
  TcdB inh: 14*

COc1ccccc1CNC(=O)C[C@@H]1C[C@@H]2c3cc(NC(=O)Cc4ccncc4)ccc3O[C@@H]2[C@@H](CO)O1
  TcdB inh: 0.2

Cc1ccc(S(=O)(=O)Nc2cccc3c2O[C@@H](CN(C)Cc2ccc(C(=O)O)cc2)[C@H](C)CN([C@H](C)CO)C3=O)cc1
  TcdB inh: 0.6

COc1ccc(CN(C)C[C@@H]2Oc3ccc(NC(=O)CCN4CCOCC4)cc3C(=O)N([C@@H](C)CO)C[C@H]2C)cc1
  TcdB inh: 0.1

CO[C@H]1CN(C)C(=O)c2cc(NC(=O)c3ccccc3)ccc2OC[C@H](C)N(C)C[C@@H]1C
  TcdB inh: -0.4

O=C(C[C@@H]1C=C[C@H](NC(=O)Cc2cccnc2)[C@H](CO)O1)Nc1ccccc1
  TcdB inh: 0.4

C[C@H](CO)N1C[C@H](C)[C@H](CN(C)S(=O)(=O)c2cn(C)cn2)Oc2c(NC(=O)Nc3ccc(C(F)(F)F)cc3)cccc2C1=O
  TcdB inh: 1.9

COc1cccc(CNC(=O)[C@H]2[C@H](CO)[C@H]3Cn4c(ccc(-c5ccncc5)c4=O)[C@@H]2N3C(C)=O)c1
  TcdB inh: -2.8

Cc1ccc(-c2cnc3c(c2)C(=O)N([C@@H](C)CO)C[C@@H](C)[C@H](CN(C)Cc2ccccc2C(=O)O)O3)cc1
  TcdB inh: 0.3

CNC[C@@H]1Oc2cc(C#CCC3CCCC3)ccc2S(=O)(=O)N([C@@H](C)CO)C[C@H]1C
  TcdB inh: 0.3

COc1ccc2c3c(n(C)c2c1)[C@@H](CO)N(C(=O)C1CC1)CC31CN(C(=O)Nc2cccc(F)c2)C1
  TcdB inh: -1.3

Cc1noc(C)c1NC(=O)Nc1ccc2c(c1)C(=O)N([C@H](C)CO)C[C@H](C)[C@H](CN(C)S(=O)(=O)c1cccs1)O2
  TcdB inh: -6.5

COc1ccc(NC(=O)Nc2ccc3c(c2)C(=O)N([C@H](C)CO)C[C@@H](C)[C@H](CN(C)C(=O)NC(C)C)O3)cc1
  TcdB inh: -0.9

C[C@@H]1CN([C@@H](C)CO)C(=O)c2cc(NC(=O)Nc3cccc4ccccc34)ccc2O[C@@H](C)CCCCO[C@@H]1CN(C)Cc1ccc(C(=O)O)cc1
  TcdB inh: -7.7

COc1ccccc1NC(=O)N[C@H]1CC[C@@H](CCn2cc(-c3cccnc3)nn2)O[C@@H]1CO
  TcdB inh: -1.0

CCCC#Cc1cnc2c(c1)C(=O)N([C@H](C)CO)C[C@@H](C)[C@@H](CN(C)C(=O)CN1CCOCC1)O2
  TcdB inh: 0.9

O=C(Nc1ccc(C(F)(F)F)cc1)N[C@@H]1C=C[C@H](CC(=O)N2CCCCC2)O[C@@H]1CO
  TcdB inh: 2.0

COC(=O)[C@@H]1[C@@H](CO)[C@@H]2Cn3c(ccc(-c4ccc(OC)cc4)c3=O)[C@@H]2N1C
  TcdB inh: -1.0

COc1cccc(S(=O)(=O)N2C[C@H](O)COC[C@H]3O[C@H](CC(=O)Nc4ccccc4)CC[C@@H]32)c1
  TcdB inh: -0.5

Cc1cc(C(=O)Nc2cccc3c2O[C@H](CN(C)C(=O)Nc2ccc4c(c2)OCO4)[C@@H](C)CN([C@@H](C)CO)C3=O)n(C)n1
  TcdB inh: -0.5

COc1ccc(NC(=O)N(C)C[C@@H]2Oc3ccc(NS(C)(=O)=O)cc3C(=O)N([C@@H](C)CO)C[C@H]2C)cc1
  TcdB inh: -0.7

C[C@H](O)C#Cc1cnc2c(c1)C(=O)N([C@H](C)CO)C[C@H](C)[C@H](CN(C)C(=O)CC1CC1)O2
  TcdB inh: 0.1

C[C@@H]1CN([C@@H](C)CO)C(=O)Cc2cc(NS(=O)(=O)c3cccs3)ccc2O[C@@H]1CN(C)Cc1ccc2c(c1)OCO2
  TcdB inh: -2.1

C[C@@H]1CCCCO[C@@H](CN(C)Cc2ccc(Cl)c(Cl)c2)[C@@H](C)CN([C@H](C)CO)C(=O)c2cc(N(C)C)ccc2O1
  TcdB inh: -8.0

COCC(=O)N1CC[C@@H]2[C@H]1c1cc(-c3cccc(F)c3)ccc1N(C)[C@@H]2CO
  TcdB inh: 0.1

C[C@@H]1CN([C@H](C)CO)C(=O)c2cc(-c3ccc(F)cc3)cnc2O[C@@H]1CN(C)C(=O)c1ccccc1F
  TcdB inh: 1.4

COCC(=O)Nc1ccc2c(c1)OC[C@H](C)N(Cc1ccccn1)C[C@@H](C)[C@@H](OC)CN(C)C2=O
  TcdB inh: 0.0

CCC(=O)N(C)C[C@@H]1Oc2cc(-c3cccc(C#N)c3)ccc2S(=O)(=O)N([C@@H](C)CO)C[C@H]1C
  TcdB inh: 1.0

CC(C)NC(=O)N1CCCCN2[C@H](CO)[C@H](c3ccc(C#C[C@@H](C)O)cc3)[C@@H]2C1
  TcdB inh: 0.9

CCC(=O)N(C)C[C@@H]1Oc2cc(-c3ccc(OC)cc3)ccc2S(=O)(=O)N([C@H](C)CO)C[C@H]1C
  TcdB inh: 1.6

CC(C)NC(=O)N[C@@H]1CC[C@H](CCNC(=O)C2CCC2)O[C@H]1CO
  TcdB inh: -0.1

O=C(Nc1ccccc1)[C@@H]1[C@@H](CO)[C@@H]2Cn3c(cccc3=O)[C@@H]2N1Cc1ccccc1Cl
  TcdB inh: 1.1

COc1ccc(-c2cnc3c(c2)C(=O)N([C@@H](C)CO)C[C@H](C)[C@@H](CN(C)Cc2ccccn2)O3)cc1
  TcdB inh: 0.7

COCC(=O)N(C)C[C@@H]1Oc2cc(-c3cccnc3)ccc2S(=O)(=O)N([C@H](C)CO)C[C@H]1C
  TcdB inh: -1.2

O=C(C[C@H]1C[C@@H]2c3cc(NC(=O)NC4CCCC4)ccc3O[C@@H]2[C@H](CO)O1)NCc1ccncc1
  TcdB inh: -0.1

C[C@@H]1CN([C@@H](C)CO)C(=O)Cc2cc(NC(=O)Cc3cn(C)c4ccccc34)ccc2O[C@@H]1CN(C)S(=O)(=O)c1cccs1
  TcdB inh: 0.5

COc1ccc(S(=O)(=O)Nc2cccc3c2O[C@H](CN(C)Cc2ccc(C(=O)Nc4ccccc4N)cc2)[C@H](C)CN([C@H](C)CO)C3=O)cc1
  TcdB inh: 0.2

CC(C)NC(=O)Nc1cccc2c1O[C@@H](CN(C)Cc1ccc3c(c1)OCO3)[C@@H](C)CN([C@H](C)CO)C2=O
  TcdB inh: -0.6

CC(C)NC(=O)N(C)C[C@H]1Oc2ncc(C#CC3CCCC3)cc2C(=O)N([C@@H](C)CO)C[C@H]1C
  TcdB inh: 0.3

CCCN1[C@H](C(=O)OC)[C@@H](CO)[C@@H]2Cn3c(ccc(-c4cccc(OC)c4)c3=O)[C@@H]21
  TcdB inh: -0.7

Structures above containing an NH in an aromatic ring (two):
CCCNC(=O)N1CC2(CN(C(=O)c3cnccn3)C2)c2c([nH]c3cc(OC)ccc23)[C@H]1CO
  TcdB inh: 0.5

COc1ccc2c3c([nH]c2c1)[C@@H](CO)N(C(=O)CN(C)C)CC31CN(CC2CC2)C1
  TcdB inh: -0.8

Next section.
Cc1noc(C)c1NC(=O)Nc1ccc2c(c1)C(=O)N([C@@H](C)CO)C[C@@H](C)[C@H](CN(C)S(=O)(=O)c1cccs1)OCCCC[C@@H](C)O2
  TcdB inh: -0.5

C[C@H](CO)N1C[C@H](C)[C@H](CN(C)S(=O)(=O)c2ccc(Cl)cc2)Oc2ccc(NC(=O)C3CCCCC3)cc2C1=O
  TcdB inh: -1.4

O=C(NC1CCCC1)N1CC(=O)N2[C@H](CO)[C@@H](c3ccc(/C=C/c4ccccc4)cc3)[C@H]2C1
  TcdB inh: -0.8

CCCC#Cc1cnc2c(c1)C(=O)N([C@H](C)CO)C[C@H](C)[C@@H](CN(C)C(=O)Nc1c(C)noc1C)O2
  TcdB inh: 0.6

O=C(C[C@H]1CC[C@@H](NC(=O)c2cnccn2)[C@@H](CO)O1)NCc1ccccc1F
  TcdB inh: 0.3

4 entries drawn at random from the list so far:
Cc1noc(C)c1NC(=O)Nc1ccc2c(c1)C(=O)N([C@@H](C)CO)C[C@@H](C)[C@H](CN(C)S(=O)(=O)c1cccs1)OCCCC[C@@H](C)O2
  TcdB inh: -0.5

CCCC#Cc1cnc2c(c1)C(=O)N([C@H](C)CO)C[C@H](C)[C@@H](CN(C)C(=O)Nc1c(C)noc1C)O2
  TcdB inh: 0.6

C[C@H](CO)N1C[C@H](C)[C@H](CN(C)S(=O)(=O)c2ccc(Cl)cc2)Oc2ccc(NC(=O)C3CCCCC3)cc2C1=O
  TcdB inh: -1.4

O=C(C[C@H]1CC[C@@H](NC(=O)c2cnccn2)[C@@H](CO)O1)NCc1ccccc1F
  TcdB inh: 0.3
